# All columns: NCI-60 one-dose screen, growth in % after 48 h at 10 µM unless noted; 100 = growth as untreated, 0 = no growth, -100 = all killed.
# K-562 = K-562 leukemia; hit rate 7.4% among 78,000
# CCRF-CEM = CCRF-CEM leukemia. hit rate 7% among 77,000. AID 1794778
# SR = SR leukemia cells; hit rate 8.7% among 73,000
# MOLT-4 = MOLT-4 leukemia cells | hit rate 6.9% among 80,000 | AID 1794779
# MDA-MB-231 = MDA-MB-231 breast cancer | AID 1794789 | hit rate 5% among 81,000
# MCF7 = MCF7 breast cancer. hit rate 6.3% among 82,000. AID 1794796
# MDA-MB-468 = MDA-MB-468 breast cancer. hit rate 8.5% among 78,000
# RPMI-8226 = RPMI-8226 leukemia cells | hit rate 7.5% among 77,000 | AID 1794781
# * = called active by the depositor; nt = no result given; [ ] = another dose, or the depositor's remark. How the source made its calls: active means growth percent below 10; inactive means the rest.
SMILES,K-562,CCRF-CEM,SR,MOLT-4,MDA-MB-231,MCF7,MDA-MB-468,RPMI-8226
O=C(O)C(Cc1ccc(O)cc1)n1c(O)c(C=C2N=c3ccccc3=N2)sc1=S (configuration not stated),114.6,110.0,128.0,108.1,90.4,94.8,113.0,107.8
Cc1nc2sc(C(=O)Nc3cccc4cnccc34)c(N)c2cc1C(C)O (configuration not stated),91.4,111.6,52.9,88.2,100.1,79.9,96.7,100.7
COc1cc(CCn2nnc3c(Nc4ccc(N5CCOCC5)nc4)ncnc32)cc(OC)c1,103.7,93.0,77.1,102.8,99.2,88.7,85.5,94.1
Cc1nnc2n(Cc3ccccc3)c(=O)c3c4c(sc3n12)CCCC4,104.0,nt,99.7,91.3,94.9,107.0,nt,104.7
C=C1CCC2[C@](C)(CO)[C@H](O)CC[C@@]2(C)[C@@H]1C/C=C1/C(=O)OC[C@H]1O (some centres not stated),65.5,23.5,79.5,98.1,106.7,57.6,42.0,83.3
Nc1nc(-c2ccccc2)nc2nonc12,101.9,110.7,80.3,92.5,100.7,96.6,98.6,118.1
COc1ccc(-c2cc(-c3cccs3)n(N=O)c(=O)c2C#N)cc1,34.3,58.1,114.3,107.5,100.2,95.8,99.5,88.4
COC(=O)C(c1ccccc1)(c1ccccc1)c1ccccc1,97.2,105.7,104.5,97.5,104.9,103.7,102.9,107.9
CCC(C)(S)C(NC(C)=O)C(=O)O (configuration not stated),86.3,nt,88.2,86.5,113.6,101.8,104.9,98.6
NN1c2nc3c(cnn3-c3ccccc3)c(=O)n2NC1c1ccc(Cl)cc1 (configuration not stated),69.4,58.6,55.1,76.1,100.4,85.9,102.3,98.1
N#CC1=C(N)Oc2c(sc3c(Br)cccc23)C1c1ccc(Cl)cc1 (configuration not stated),7.4*,13.7,4.6*,3.3*,9.2*,10.0,1.2*,12.6
C=CCCC(=O)CC(=O)OCC,90.6,93.0,105.0,94.0,105.2,98.0,119.4,86.6
COc1cc(C2C=C(c3cccc(NC(C)=O)c3)Nc3ncnn32)cc(OC)c1OC (configuration not stated),23.6,11.5,-5.9*,9.7*,16.4,18.3,13.4,19.0
CCn1c(NNC(=S)Nc2ccc(F)cc2)nc2c1c(=O)n(C)c(=O)n2C,92.8,100.0,100.6,101.9,107.8,95.6,105.7,107.1
NS(=O)(=O)c1ccc(Nc2ncc3c(n2)CC(c2ccccc2)CC3=O)cc1 (configuration not stated),93.5,96.0,82.7,96.6,97.1,94.1,101.5,103.9
CCN(CC)c1ccc(NC(C(=O)c2ccccc2)c2ccccc2)cc1 (configuration not stated),10.4,10.3,14.3,12.8,-34.1*,11.1,1.4*,8.5*
Oc1ccc2c(c1)c1ccccc1c1ncccc21,93.5,64.8,72.4,83.7,74.9,84.9,94.5,83.1
CC(CN(C)C)OC(=O)Nc1ccccc1Cl (configuration not stated),92.7,77.1,85.5,87.6,108.2,101.7,101.6,89.3
COc1cc2c(c(OC)c1OC)C(=O)CC(c1cccc(NC(=O)[C@H](C)NC(=O)OC(C)(C)C)c1)O2 (some centres not stated),94.1,105.7,109.7,100.2,98.8,90.4,100.0,109.4
CCCCOCCOCCOC(=O)c1ccccc1,100.3,83.0,109.4,112.1,103.7,94.6,111.5,nt
O=C1OC(=O)c2ccc(-c3ccc4c(c3)ncn4C3CCCCC3)c3cccc1c23,75.1,86.5,77.7,88.4,97.5,91.1,111.0,75.4
CC(=O)OCC1OC(SC(=N)N)C(OC(C)=O)C(OC(C)=O)C1OC(C)=O (configuration not stated),102.0,99.8,102.6,98.6,102.7,97.1,106.1,105.0
Cc1cccc(C(=O)C(=O)c2cccc(C)c2C)c1C,nt,91.2,91.7,87.2,107.3,100.0,107.5,79.8
Cc1cccc(Nc2nc(N)nc(N)c2N=O)c1,nt,68.1,89.5,76.0,105.2,74.8,76.4,76.6
N#Cc1ccc(-c2ccc3c(c2)NC(=O)/C3=C\c2ccc[nH]2)cc1,104.9,102.6,22.2,109.4,45.9,15.3,-18.2*,100.9

# Filtered by structure, the entries above containing a halogen
SMILES,K-562,CCRF-CEM,SR,MOLT-4,MDA-MB-231,MCF7,MDA-MB-468,RPMI-8226
NN1c2nc3c(cnn3-c3ccccc3)c(=O)n2NC1c1ccc(Cl)cc1 (configuration not stated),69.4,58.6,55.1,76.1,100.4,85.9,102.3,98.1
N#CC1=C(N)Oc2c(sc3c(Br)cccc23)C1c1ccc(Cl)cc1 (configuration not stated),7.4*,13.7,4.6*,3.3*,9.2*,10.0,1.2*,12.6
CCn1c(NNC(=S)Nc2ccc(F)cc2)nc2c1c(=O)n(C)c(=O)n2C,92.8,100.0,100.6,101.9,107.8,95.6,105.7,107.1
CC(CN(C)C)OC(=O)Nc1ccccc1Cl (configuration not stated),92.7,77.1,85.5,87.6,108.2,101.7,101.6,89.3

# The main list resumes with the 2 entries that preceded the break.
SMILES,K-562,CCRF-CEM,SR,MOLT-4,MDA-MB-231,MCF7,MDA-MB-468,RPMI-8226
Cc1cccc(Nc2nc(N)nc(N)c2N=O)c1,nt,68.1,89.5,76.0,105.2,74.8,76.4,76.6
N#Cc1ccc(-c2ccc3c(c2)NC(=O)/C3=C\c2ccc[nH]2)cc1,104.9,102.6,22.2,109.4,45.9,15.3,-18.2*,100.9
Nc1nc(-c2cnccn2)nn1-c1nc2ccccc2s1,93.9,97.4,98.4,94.7,95.4,83.8,102.2,82.0
CC(=NNc1ncnc2ccccc12)c1ccc(S(C)(=O)=O)cc1,96.9,99.9,100.5,100.5,93.0,87.5,103.3,98.6
CC(C)c1cc(CN2C(C)COCC2C)cc(C(C)C)c1O (configuration not stated),96.5,89.9,105.1,93.2,101.8,98.4,110.3,84.0
CN1CCC(OC(c2ccccc2)c2ccccc2)C1 (configuration not stated),102.4,108.6,101.1,97.1,110.6,94.5,105.6,107.3
Cc1cc(-c2ccc(N=Nc3c(N)c(C)cc(S(=O)(=O)O)c3N)c(C)c2)ccc1N=Nc1ccc(O)c(C(=O)O)c1,82.1,97.7,92.6,98.9,107.5,90.2,111.4,98.0
CN(C)c1ccc(CSc2ccc(Cl)cc2)cc1,92.6,33.6,nt,45.3,87.5,90.9,71.2,46.2
CSc1ccc(N=Cc2ccccc2O)cc1,74.7,86.2,90.4,86.0,95.1,93.8,96.1,101.1
CCOC(=O)c1c2c(c(C)n1Cc1ccccc1)-c1[nH]c(=O)ncc1CC2,103.7,111.0,125.4,110.4,104.1,102.6,103.7,114.6
C=C1C(=O)O[C@@H]2C[C@@H](C)C(=O)C/C=C(\C)CC[C@@H]12,109.0[2 µM],86.9[2 µM],89.0[2 µM],100.9[2 µM],106.9[2 µM],82.6[2 µM],99.7[2 µM],98.1[2 µM]
Cc1ccc(-c2cc(-c3cccc(Nc4ccnc5cc(Cl)ccc45)c3)nc3nc(N)[nH]c(=O)c23)cc1,28.1,56.1,48.9,81.8,103.4,72.5,28.0,92.8
Cc1ccc(-c2nnc(-c3ccncc3)o2)c(N)c1C,114.4,nt,112.5,106.6,124.2,90.7,110.3,nt
COC(=O)C(C)C(=O)c1cn(C2CC2)c2cc(N3CCNCC3)c(F)cc2c1=O (configuration not stated),105.0,100.5,105.1,104.2,90.8,91.5,87.2,95.1
Cc1cc(C)c(S(=O)(=O)n2ccnc2)c(C)c1,114.7,105.9,109.4,112.2,106.5,93.5,118.2,105.5
COc1cccc(C(O)C2=CC(=O)c3ccccc3C2=O)c1O (configuration not stated),117.0,nt,113.5,110.7,74.7,86.5,120.7,nt
COc1cc(NC(=O)c2cc3ccccc3cc2O)c(OC)cc1Cl,-2.3*,-17.4*,1.9*,-18.8*,18.5,2.9*,-5.6*,-48.7*
Nc1ccc(NC(=O)c2ccc(-n3c(=O)[nH]c4ccccc4c3=O)cc2)cc1,91.0,95.3,93.6,100.2,101.5,98.4,94.8,91.2
SCCc1ccncc1,93.0,92.6,93.5,101.5,101.1,107.5,104.8,97.5
CC(=O)Oc1ccc(/C=C/C(=O)O)cc1,101.3,86.3,92.8,92.9,110.1,109.3,110.6,103.1
COc1ccc(-c2nc(SCc3nc4ccccc4[nH]3)nc(N3CCOCC3)c2C#N)cc1,92.9,79.2,75.6,65.5,67.3,42.7,67.1,54.2
Cc1ccc(S(=O)(=O)NNC(=O)C(Cl)(c2ccccc2)c2ccccc2)cc1,85.4,101.0,82.8,87.0,113.0,95.5,103.5,95.0
Fc1cccc(COc2nccnc2NC(=S)Nc2cccc(Cl)c2)c1,92.5,93.8,nt,nt,89.7,83.7,103.3,66.1
CC(=O)c1ccc2ccccc2c1OC(=O)c1ccncc1,81.5,87.9,89.8,96.7,107.5,90.2,100.9,91.0
COc1ccc(C(O)c2cc3c(N)c(C(=O)Nc4ccc(Br)cc4)sc3nc2C)cc1 (configuration not stated),3.5*,6.4*,-8.0*,17.5,54.1,18.6,-0.7*,-4.6*
COc1ccc(NC(=O)c2cc(-c3nc4ccccc4s3)c(=O)n(NS(=O)(=O)c3ccc(Cl)cc3)c2N)cc1,96.9,98.4,90.9,95.4,83.8,69.4,98.4,98.4
COc1ccc(C(N)CCc2cccc(OC)c2OC)cc1 (configuration not stated),94.2,101.3,107.7,98.8,97.6,89.6,99.2,100.9

# The results go on:
SMILES,K-562,CCRF-CEM,SR,MOLT-4,MDA-MB-231,MCF7,MDA-MB-468,RPMI-8226
O=C(CCc1nnc(Cn2c(=O)cc[nH]c2=O)o1)c1nc2ccccc2[nH]1,95.4,95.3,nt,84.8,91.9,92.8,120.6,100.2
CC1(C)CC[C@]23CC[C@]4(C)[C@H](CC[C@@H]5[C@@]6(C)CCC(=O)C(C)(C)[C@@H]6CC[C@]54C)[C@H]2[C@H]1NC3=O,52.2[100 µM],76.1[100 µM],60.5[100 µM],63.3[100 µM],79.5[100 µM],77.9[100 µM],84.4[100 µM],57.4[100 µM]
COc1cccc(C2(C)Nc3ccccc3-c3nc4ccccc4n32)c1 (configuration not stated),100.3,99.1,87.7,84.5,101.2,103.1,109.2,96.4
COc1ccc(C(=O)c2cc(S(=O)(=O)O)c(OC)cc2O)c(O)c1,95.3,119.8,nt,88.0,119.5,109.2,112.1,107.1
O=C1CN(Cc2ccc(C(=O)NO)cc2)C(=O)[C@@H](Cc2c[nH]c3ccccc23)N1,100.4,102.5,114.9,86.9,107.2,96.7,106.9,103.8
COc1ccc(C(=O)c2sc3nc(-c4cc(OC)ccc4OC)cc(-c4ccc(Cl)cc4)c3c2N)cc1,103.7,99.4,77.4,98.0,52.8,79.3,86.8,98.1
O=C1c2ccccc2-n2c(noc2=S)[C@@H]2CCCN12,97.1,95.9,92.0,97.9,103.2,94.7,86.3,95.5
Cn1c(/C=C/[N+](=O)[O-])cc2ccccc21,7.2*,30.1,-7.9*,26.7,63.0,-50.5*,-36.6*,-17.3*
CCOC(=O)c1c(C)c2c(n1C)CSc1cc(S(=O)(=O)c3ccccc3)c(=O)[nH]c1-2,31.0[100 µM],29.2[100 µM],45.0[100 µM],41.5[100 µM],31.1[100 µM],13.8[100 µM],2.4*[100 µM],28.9[100 µM]
Cc1c(C(=O)OCCO)cc(-c2ccc(Cl)cc2)n1-c1cccc(CO)c1,86.5,99.9,78.0,96.8,96.4,92.0,89.8,102.0
N#Cc1c(-c2ccc(Cl)cc2)nc(SCC(=O)Nc2nc(-c3ccc(Cl)cc3)cs2)[nH]c1=O,94.8,92.7,nt,82.7,128.4,90.2,104.6,97.5
NNC(=O)c1ccc(Nc2ncnc3c2cnn3-c2cccc(F)c2)cc1,89.1,97.7,87.4,93.1,101.2,96.8,101.6,102.6
COC(=O)c1ccc2oc(NC(=O)c3ccc(N4CCN(C)CC4)c([N+](=O)[O-])c3)nc2c1,41.6,19.0,42.8,44.1,65.2,42.5,67.3,27.6
CCCCCCCCCCCCCCCc1cc(OC2OC(COC(C)=O)C(OC(C)=O)C(OC(C)=O)C2OC(C)=O)ccc1[N+](=O)[O-] (configuration not stated),76.4,27.6,76.4,37.2,nt,78.2,59.6,20.3
COc1ccc(-c2nnc3ccc(N/N=C/c4ccc(O)cc4)nn23)cc1,nt,14.1,nt,nt,60.6,13.2,48.2,13.1
CSc1nc(N)nc(N)c1N,90.1,84.7,92.3,90.0,104.1,95.8,90.3,95.7
Cc1ccc2nc(NC(=O)CSc3nc(Nc4ccc([N+](=O)[O-])cc4)c(C#N)c(-c4ccccc4)n3)sc2c1,87.6,nt,47.6,97.8,93.7,87.1,104.8,80.0
S=C(N/N=C/c1ccc2ccc3cccc4ccc1c2c34)NC12CC3CC(CC(C3)C1)C2,104.4,92.2,87.6,101.0,118.3,83.2,98.0,98.5
Cc1oc2ccccc2[n+]1CC(=O)c1ccccc1,40.5,41.1,84.3,80.8,95.3,43.2,86.7,45.8
O=C1c2ccccc2C(=O)c2cc(S(=O)(=O)O)ccc21,99.1,93.4,93.8,92.4,103.2,106.9,120.6,95.3
O=C(NNC(=O)c1cccc2ccccc12)c1ccc(Cl)cc1,87.2,93.6,92.6,93.4,108.1,108.3,94.9,90.7

# An excerpt from the list above:
SMILES,K-562,CCRF-CEM,SR,MOLT-4,MDA-MB-231,MCF7,MDA-MB-468,RPMI-8226
O=C1c2ccccc2C(=O)c2cc(S(=O)(=O)O)ccc21,99.1,93.4,93.8,92.4,103.2,106.9,120.6,95.3
O=C(NNC(=O)c1cccc2ccccc12)c1ccc(Cl)cc1,87.2,93.6,92.6,93.4,108.1,108.3,94.9,90.7

# Look-ups from the list.
# Reading for COc1ccc(C(=O)c2cc(S(=O)(=O)O)c(OC)cc2O)c(O)c1 in CCRF-CEM: 119.8
# Reading for Cc1c(C(=O)OCCO)cc(-c2ccc(Cl)cc2)n1-c1cccc(CO)c1 in MOLT-4: 96.8
# Reading for CC1(C)CC[C@]23CC[C@]4(C)[C@H](CC[C@@H]5[C@@]6(C)CCC(=O)C(C)(C)[C@@H]6CC[C@]54C)[C@H]2[C@H]1NC3=O in MDA-MB-231: 79.5[100 µM]
# Reading for CCCCCCCCCCCCCCCc1cc(OC2OC(COC(C)=O)C(OC(C)=O)C(OC(C)=O)C2OC(C)=O)ccc1[N+](=O)[O-] (configuration not stated) in K-562: 76.4
